From PubChem BioAssay
KDM5B inh: KDM5B demethylase inhibition. Q9UGL1. KDM5B demethylase, FDH-coupled NADH fluorescence (FDH is formaldehyde dehydrogenase). Potency, µM (titrated, usually from 57.7 µM), inactives show top-dose activity change, negative = inhibition, hits mostly inhibitors. actives 2.6% (n = 220,000). AID 1347165; active = well fitted inhibition curve with a large enough effect; inconclusive = small, poorly fitted or top-dose-only effect; inactive = no such curve, though single readings can be large or run the other way; also: 0% is about no effect; nearly all actives have a fitted effect of over 70% in size
Target sequence (Q9UGL1 whole entry, looked up): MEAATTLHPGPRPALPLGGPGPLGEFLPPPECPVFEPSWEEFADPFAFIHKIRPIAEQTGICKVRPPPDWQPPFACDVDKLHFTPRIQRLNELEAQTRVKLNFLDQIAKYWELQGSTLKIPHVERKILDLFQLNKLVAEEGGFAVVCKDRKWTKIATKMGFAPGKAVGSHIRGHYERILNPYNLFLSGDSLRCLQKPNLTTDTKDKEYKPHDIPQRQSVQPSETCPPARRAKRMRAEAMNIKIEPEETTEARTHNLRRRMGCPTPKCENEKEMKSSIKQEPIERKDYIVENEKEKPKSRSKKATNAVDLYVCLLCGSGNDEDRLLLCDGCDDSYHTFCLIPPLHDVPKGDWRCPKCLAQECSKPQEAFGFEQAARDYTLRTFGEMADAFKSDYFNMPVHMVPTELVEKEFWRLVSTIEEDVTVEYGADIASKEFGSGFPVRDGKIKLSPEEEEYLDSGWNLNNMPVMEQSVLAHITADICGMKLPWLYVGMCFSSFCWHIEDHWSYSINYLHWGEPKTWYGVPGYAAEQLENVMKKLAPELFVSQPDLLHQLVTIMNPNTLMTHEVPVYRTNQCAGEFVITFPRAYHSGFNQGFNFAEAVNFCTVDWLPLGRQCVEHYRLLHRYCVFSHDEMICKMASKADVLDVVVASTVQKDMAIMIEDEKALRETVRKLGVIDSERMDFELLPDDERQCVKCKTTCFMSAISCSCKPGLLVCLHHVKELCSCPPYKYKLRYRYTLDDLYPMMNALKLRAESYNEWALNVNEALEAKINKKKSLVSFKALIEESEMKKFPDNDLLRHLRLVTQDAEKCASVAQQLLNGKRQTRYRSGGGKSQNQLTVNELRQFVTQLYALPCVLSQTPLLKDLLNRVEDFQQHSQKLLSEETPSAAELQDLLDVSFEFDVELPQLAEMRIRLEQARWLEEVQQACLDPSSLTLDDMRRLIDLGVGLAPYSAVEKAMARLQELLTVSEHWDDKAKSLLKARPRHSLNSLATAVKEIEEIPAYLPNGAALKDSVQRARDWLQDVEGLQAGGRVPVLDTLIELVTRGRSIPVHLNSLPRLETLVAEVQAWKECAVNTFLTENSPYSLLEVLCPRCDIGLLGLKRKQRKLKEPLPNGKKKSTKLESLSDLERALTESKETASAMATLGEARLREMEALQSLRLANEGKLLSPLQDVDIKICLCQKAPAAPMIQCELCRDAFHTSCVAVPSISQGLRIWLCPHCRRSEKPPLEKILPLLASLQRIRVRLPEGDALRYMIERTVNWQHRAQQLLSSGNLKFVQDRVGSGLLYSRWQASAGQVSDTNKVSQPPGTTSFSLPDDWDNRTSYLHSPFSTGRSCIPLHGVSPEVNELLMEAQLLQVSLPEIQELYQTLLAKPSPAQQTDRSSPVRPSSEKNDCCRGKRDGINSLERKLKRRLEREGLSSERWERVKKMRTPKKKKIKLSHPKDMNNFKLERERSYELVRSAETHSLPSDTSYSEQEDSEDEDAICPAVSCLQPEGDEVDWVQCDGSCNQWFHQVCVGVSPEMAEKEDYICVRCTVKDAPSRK
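Inhibition is measured as reduced NADH fluorescence generation from FDH coupling to formaldehyde release. Truncated KDM5BΔAP at 200 nM final acts on H3K4me3 peptide (12.5 µM in substrate mix) in pH 7.5 HEPES buffer with Tween-20, 30 min, room temperature.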
* marks the source's active call; other numbers are inactive results; i = inactive; ? = inconclusive; [ ] = dose if it differs, or a comment. Potency is read from the fitted curve at half-maximal effect. This is a subset, so the mix of outcomes need not match the whole.

SMILES	KDM5B inh
Cc1nn(CC(C)C)c2sc(C(=O)N3CCN(S(=O)(=O)c4ccc(F)c(Cl)c4)CC3)cc12	10%
Cc1ccc(C(=O)N(CC(C)C)CC2CN(C(=O)c3ccc(Cl)c(Cl)c3)CCO2)cc1 (configuration not stated)	-6%
O=C(Nc1cccc2ccccc12)c1cccc(F)c1	-16%
Cc1ccc2c(n1)N(C)[C@H](CO)CCN(C1Cc3ccccc3C1)C2	?
O=C(CCCSc1ccccc1)Nc1ccc(Cl)c(S(=O)(=O)N2CCOCC2)c1	-13%
Cc1cc(CN(C)C2CCc3ccccc32)no1 (configuration not stated)	-17%[86.2 µM]
COc1ccc(C)cc1-n1c(-c2ccc(Cl)cc2)cc2c1CC(C)(C)CC2=O	0%
CCCCN(C)C(=O)c1c(C)oc2ccn(Cc3ccc(F)cc3)c(=O)c12	-22%
CN(CCN1CCOCC1)Cc1nc(-c2ccc(Cl)cc2)no1	-10%
CN1CCC(OC2CCN(S(=O)(=O)c3ccc(F)cc3F)CC2)CC1	13%
O=C(CNc1cccc(S(=O)(=O)N2CCOCC2)c1)N1CCc2ccccc21	24%
Cc1ccc(S(=O)(=O)N2CCN(Cc3csc(C)n3)CC2)c(Br)c1	-4%
CCCCn1c(=O)c2oc3ccccc3c2n(Cc2ccc(OC)cc2)c1=O	?
CCOc1cc(/C=C(\C#N)C(=O)Nc2ccccc2C)ccc1OCc1cc(=O)n2nc(CC)sc2n1	-3%
Clc1ccc(Cl)c(Oc2ccc3nnnn3n2)c1	18%
CC(C)(C)c1cc(CCC#N)cc(C(C)(C)C)c1O	13%
CCc1cccc(C)c1NC(=O)CC1Oc2ccc(C)cc2NC1=O (configuration not stated)	?
Cc1noc(-c2ccc(N3CCN(Cc4nccn4C)CC3)nc2)n1	?
Cc1noc(-c2cccc(F)c2)c1C(=O)NCc1cccc(Cl)c1	16%
COCCn1c(SC)nc2c1c(=O)[nH]c(=O)n2C	-5%
Clc1ccc(CN2CCC3(CC2)CC(Cc2ccccc2)=NO3)cc1	13%[115 µM]
c1ccc(C(CNc2ncncn2)N2CCCCCC2)cc1 (configuration not stated)	?
O=C1CCN(C(=O)C2CCN(C(=O)C3CC3)CC2)CCCCCCN1	2%
CCOc1ccc(C(=O)Nc2ncc(C)s2)cc1OC	32%[activator]
Cc1ccccc1Nc1c(-c2c[nH]c3ccccc23)nc2ccccn12	?

(cont.)
SMILES	KDM5B inh
O=C1CC(c2noc(-c3ccc(Cl)cc3)n2)CN1c1ccc(F)cc1 (configuration not stated)	22%
O=C(NCC1CC1)C1CN(Cc2ccccc2)C(=O)N1 (configuration not stated)	-6%[86.2 µM]
O=C(Cc1c[nH]c2ncc(-c3ccc(Oc4ccccc4)cc3)cc12)NCc1cccnc1	?
Cc1cccc(CNC(=O)c2ccc3c(c2)N(C)CCS3)c1	?
Cc1nc(C(=O)Nc2nc(CC(=O)O)cs2)nn1-c1ccc(Cl)cc1	-2%
CC(C)CC(NC(=O)C1CC1)C(=O)N(C)C (configuration not stated)	17%
Cc1noc([C@@H]2CC(F)(F)CN2C(=O)Cc2ccc(F)cc2)n1	24%
O=C(Nc1nnc(SCC(=O)N2CCCCC2)s1)c1ccccc1F	-14%
O=C(CC1CCCN(c2cnn(CC3CC3)c(=O)c2)C1)NCCN1CCCC1 (configuration not stated)	28%
Cc1cc(/C=C2\SC(=S)NC2=O)c(C)n1-c1ccccc1	-11%
Fc1ccc(-c2nnc3ccc(N4CCN(Cc5ccccc5)CC4)nn23)nc1	-28%[86.2 µM]
N#CC1=C(SCc2ccc(Cl)cc2)NC(=O)C(C#N)C12CCCC2 (configuration not stated)	-5%
Cn1nnc(NC(=S)NC(=O)/C=C/c2ccco2)n1	-5%
O=C(c1ccc[nH]c1=O)N1CCC(n2cc(-c3nc(-c4ccccc4)no3)nn2)CC1	-1%
Cc1ccccc1C(=O)NNC(N)=S	-23%
c1ccc(CCc2noc(-c3ccc(NCCN4CCCC4)nc3)n2)cc1	?
c1ccc(Cc2nnc([C@H]3CCN(Cc4ccncc4)C3)o2)cc1	?
CSc1cccc(NC(=O)c2cc3c(N4CCSCC4)nc(C)cn3n2)c1	25µM*
O=S(=O)(c1ccc(Br)cc1)c1nnn2c1nc(NCc1cccs1)c1sccc12	?
O=C(Cc1ccc(N2CCCC2=O)cc1)N1CCSCC1	10%
CC(C)C(NC(=O)C(N)C(C)O)C(=O)O (configuration not stated)	-7%
Cc1ccc(CSc2nnc(-c3ccncc3)n2N)cc1	30%
Cn1c(=O)c2c(nc(N3CCCCCC3)n2CC(=O)c2ccccc2)n(C)c1=O	6%
Cc1c(Cl)cccc1NC(=O)N1Cc2cccn2-c2ccccc21	i
Cc1oc2ncn(CC(C)C)c(=O)c2c1C(=O)Nc1cccc(C(F)(F)F)c1	19%

New compounds follow.
SMILES	KDM5B inh
COCCNC(=O)C(NC(=O)c1ccccc1Cl)C1CCN(C(=O)C2CCCC2)CC1 (configuration not stated)	6%
Cc1cc(C(C)(C)C)cc(C)c1CCNC(=O)c1n[nH]c(=O)c2ccccc12	12%
Nc1nc(SCC(=O)Nc2cccc(C(F)(F)F)c2)n[nH]1	-11%
COCCNC(=O)[C@H]1C[C@H](Oc2ccccc2)CN1Cc1cccc(C)c1	18%
CCn1c2ccccc2c2nnc(SCCN3CCCCC3)nc21	?
COc1ccc(-c2noc(-c3ccc(Br)o3)n2)cc1	11%
Cc1cccc(-c2noc(CN(C(=O)c3ccccc3Cl)C(C)C)n2)c1	-20%
Cc1ccc(C(=O)C2=C(O)C(=O)N(Cc3cccnc3)C2c2ccc(Cl)cc2)o1 (configuration not stated)	?
COC(=O)C1CN(Cc2cn(Cc3ccc(Cl)cc3)nn2)CCS(=O)(=O)N1Cc1ccccc1 (configuration not stated)	0%
O=C(O)c1cc(/C=C/c2ccc(N3CCOCC3)c([N+](=O)[O-])c2)nc2ccccc12	-4%
COC(=O)c1ccc(CN(C)C(=O)CCc2ncc(-c3ccccc3F)o2)cc1	4%
Cc1ccc2c(c1)cc(C(=O)NCc1cccs1)n2C	-5%
CCOc1ccc(NC(=O)CN2CCCN(Cc3cc(C)ccc3C)S2(=O)=O)cc1	-39%
COCCOc1ccc(-c2ccnc(OC)c2C#N)cc1	i
Cc1ccc([N+](=O)[O-])c(OCC(O)CNC(C)(C)C)c1 (configuration not stated)	21%
CS(=O)(=O)N[C@H]1CCN2C(=O)c3cc(Br)ccc3NC(=O)[C@@H]2C1	-4%[86.2 µM]
O=C(COC(=O)c1cc(=O)c2ccccc2o1)c1ccc(OC(F)F)cc1	1%
O=C(NCc1ccco1)N1CCCC2(C1)Nc1cccnc1NC2=NCc1ccccc1 (configuration not stated)	25µM*
N#Cc1cccc(-c2ccnc(N[C@H]3CO[C@H]4[C@@H]3OC[C@@H]4NC(=O)c3ccc(C(F)(F)F)cc3)n2)c1	?
O=C(CSCc1cnn(-c2ccccc2)c1-n1cccc1)NCc1ccc(Cl)cc1	?
CN1CCN(c2ccc3ncc(Nc4ccccc4F)n3n2)CC1	?
COc1ccc(NC(=O)COc2cc(C)cc(C)c2)c2cccnc12	3%
O=C(Nc1cccnc1)c1nc2c(o1)CCN(Cc1ccc(F)cc1F)CC2	-35%[86.2 µM]
COC(=O)C1=CN(Cc2ccc(F)cc2)C=C(C(=O)OC)C1c1cccc(O)c1	i
C=CCNC(=O)N[C@H]1CO[C@H]2[C@@H]1OC[C@@H]2Nc1nccc(-c2ccccc2OC)n1	28µM*

Individual results from the results shown:
CS(=O)(=O)N[C@H]1CCN2C(=O)c3cc(Br)ccc3NC(=O)[C@@H]2C1 @ KDM5B inh: -4%[86.2 µM]
Cc1ccc([N+](=O)[O-])c(OCC(O)CNC(C)(C)C)c1 (configuration not stated) @ KDM5B inh: 21%

Five structures from above, ordered by length of the SMILES, largest number first.
SMILES	KDM5B inh
N#Cc1cccc(-c2ccnc(N[C@H]3CO[C@H]4[C@@H]3OC[C@@H]4NC(=O)c3ccc(C(F)(F)F)cc3)n2)c1	?
Cc1ccc(C(=O)C2=C(O)C(=O)N(Cc3cccnc3)C2c2ccc(Cl)cc2)o1 (configuration not stated)	?
COCCNC(=O)C(NC(=O)c1ccccc1Cl)C1CCN(C(=O)C2CCCC2)CC1 (configuration not stated)	6%
COc1ccc(NC(=O)COc2cc(C)cc(C)c2)c2cccnc12	3%
Cc1ccc2c(c1)cc(C(=O)NCc1cccs1)n2C	-5%

Reprinted at random: six entries already listed
SMILES	KDM5B inh
COCCNC(=O)C(NC(=O)c1ccccc1Cl)C1CCN(C(=O)C2CCCC2)CC1 (configuration not stated)	6%
COc1ccc(-c2noc(-c3ccc(Br)o3)n2)cc1	11%
COC(=O)C1CN(Cc2cn(Cc3ccc(Cl)cc3)nn2)CCS(=O)(=O)N1Cc1ccccc1 (configuration not stated)	0%
CN1CCN(c2ccc3ncc(Nc4ccccc4F)n3n2)CC1	?
O=C(CSCc1cnn(-c2ccccc2)c1-n1cccc1)NCc1ccc(Cl)cc1	?
CCn1c2ccccc2c2nnc(SCCN3CCCCC3)nc21	?

Additional structures follow.
SMILES	KDM5B inh
Cc1cc(Cl)nc2c(C)c(Cl)ccc12	16%
Cc1nnc(N2CCN(c3cccc(C(F)(F)F)c3)CC2)c2c1nnn2Cc1ccccc1	-23%
CCc1ccccc1-n1c(SCC(=O)Nc2ccc(C)cc2)nc2n[nH]c(C)c2c1=N	154%[activator]
Cc1cccc(-n2c(=O)c3c(c4cc(C)ccc4n3C)n(CC(=O)Nc3ccc(C)cc3C)c2=O)c1	1%
NC(=NCCc1c[nH]c2ccccc12)NC(=O)c1ccc(F)cc1	6%
COC(=O)c1cc2sccc2n1Cc1ccccc1	-24%
N#C/C(=C\c1ccc(-c2ccc(Cl)c(C(=O)O)c2)o1)c1nc2ccccc2[nH]1	-13%
Cc1cnc(C(=O)N[C@@H]2CCC[C@@H]2C(=O)NCc2cccc(F)c2)cn1	0%
Cc1ccc(/C=C2\CCc3ccccc3C2=O)o1	?
CCN(CC)S(=O)(=O)c1cccc(NC(=O)COC(=O)c2nn(C)c(=O)c3ccccc23)c1	-8%
CC(=O)N1CCN(C(=O)Cn2ccc3ccccc32)CC1	19%
CNC(=O)C1(N2CCC[C@H]2C(=O)NC2CCOCC2)CCOCC1	-25%[86.2 µM]
Cc1cccc(CS(=O)Cc2cccc(C(F)(F)F)c2)c1 (configuration not stated)	21%
Cc1ccc(NC(=O)CSc2ncnc3ccccc23)c(Cl)c1	-2%
CC(C)OCCCNC(=O)c1cc2cn(C(C)C)cc2s1	?
COc1cccc(NC(=O)CN(C)Cc2cc(=O)oc3c(C)c(O)ccc23)c1	?
Cc1ccc(C2NC(=O)N(CC(=O)NC3CCCCC3)C3=C2C(=O)OC3)cc1 (configuration not stated)	23%
O=C(Nc1ccc2oc(-c3cccnc3)nc2c1)c1cccc(I)c1	16%
CCc1noc(-c2ccn3c(CNC(=O)CCc4ccc(OC)cc4)nnc3c2)n1	?
COCCn1c(SCC(=O)NC2CCCCC2C)nnc1-c1ccncc1 (configuration not stated)	23%
COC(=O)[C@@H]1Cc2ncn(C)c2CN1S(=O)(=O)c1ccc(C#N)cc1	?
O=C(c1ccc(F)cc1)N1CCn2c(nn(-c3ccc(F)cc3)c2=O)C1	-5%
COc1ccc(NC(=O)Cn2c(=O)n(CCc3ccccc3)c(=O)c3sc4ccccc4c32)cc1	-20%
O=C(Cn1c(NCc2ccccc2)nc2ccccc21)N1CCOCC1	-1%
O=C(O)C1(Oc2ccc(Cl)cc2)CCN(c2cnccn2)CC1	?
O=C(CSc1ccc2c(c1)OCCCO2)Nc1ccccc1Cc1ccccc1	2%
O=C(Nc1cccc(C(F)(F)F)c1)c1noc2c1CCCCC2	-4%
